XiGFP reactiv = activators of X-chromosome reactivation in mouse fibroblasts. XiGFP mouse fibroblasts, % GFP-positive cells imaging, 3 d; cells co-treated with 5-aza-dC sensitizer; scaled so ellipticine positive control = 100%. activation, % at 7.58 µM. actives 0.055% (n = 360,000). AID 743238;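 active = mean normalized replicate activation at least 10% and every replicate at or above 10%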;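 also: 0% = median of on-plate neutral control wells and 100% = ellipticine 6 µM median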
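Material: XiGFP fibroblasts, SV40-immortalized; Buffer or medium: DMEM containing 5-aza-dC; Compound dosing: single point; Times: 3 days compound exposure.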
ERAP1 inh = inhibitors of human ERAP1 aminopeptidase | actives 0.15% (n = 340,000) | inhibition, % at 10.7 µM | recombinant ERAP1, Leu-AMC fluorescence, 60 min | AID 652197;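 active = mean replicate inhibition of at least 30%, or all replicates individually reaching that 30% level; inactive = mean below 30% and not every replicate reaching it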;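 also: 0% = neutral control wells and 100% = L-leucinethiol positive control wells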
S100A4 MyoIIA = S100A4-myosin IIA interaction inhibition | actives 0.14% (n = 360,000) | inhibition, % at 10.7 µM | P26447 | AID 652163 | S100A4/TAMRA-MyoIIA peptide fluorescence polarization;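 active = mean inhibition of at least 70% across replicates, with every replicate also reaching that level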
Target sequence (P26447 whole entry, looked up): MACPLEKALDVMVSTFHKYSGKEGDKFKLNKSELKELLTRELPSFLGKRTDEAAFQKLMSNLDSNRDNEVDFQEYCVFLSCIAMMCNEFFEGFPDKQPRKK
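Material: S100A4 monomer protein | Medium: HEPES pH 7.2 with CaCl2, KCl, NaCl, DTT, Triton | Reagent: Labelled myosin peptide probe, 5 nM | Doses: One dose per compound | Times: 5 min incubation before reading | Benchmarks: Neutral control DMSO, positive control TFP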
PGC1a acetyl inh = modulators of PGC1a acetylation; U2OS PGC1a acetylation, AlphaScreen anti-acetyl-lysine; with virally co-expressed GCN5 acetyltransferase; inhibition, % at 15.6 µM; actives 0.17% (n = 350,000); AID 651687;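 active = every replicate shows inhibition of at least 40%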;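 also: 0% = neutral control wells and 100% = positive control wells; some results beyond the cut were filed as inactive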
LGR2 inh = Drosophila LGR2 receptor signaling inhibition | HEK293 LGR2, CRE-luciferase, bursicon-stimulated, 4 h | inhibition, % at 9.99 µM | actives 0.35% (n = 380,000);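 active = drop in luminescence signal, shown as inhibition above about 50% in the replicate tests, limit read from the data, passing the limit was not always enough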;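 also: agonist challenge used bursicon conditioned medium at about half maximal strength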
SIRT5 block = inhibitors of human sirtuin-5 desuccinylase; Purified SirT5, succinyl-peptide AMC, trypsin-coupled fluorescence; inhibition, % at 15 µM; actives 1.1% (n = 330,000); in the data active = inhibition above about 15%
Target sequence (Q9NXA8 whole entry, looked up): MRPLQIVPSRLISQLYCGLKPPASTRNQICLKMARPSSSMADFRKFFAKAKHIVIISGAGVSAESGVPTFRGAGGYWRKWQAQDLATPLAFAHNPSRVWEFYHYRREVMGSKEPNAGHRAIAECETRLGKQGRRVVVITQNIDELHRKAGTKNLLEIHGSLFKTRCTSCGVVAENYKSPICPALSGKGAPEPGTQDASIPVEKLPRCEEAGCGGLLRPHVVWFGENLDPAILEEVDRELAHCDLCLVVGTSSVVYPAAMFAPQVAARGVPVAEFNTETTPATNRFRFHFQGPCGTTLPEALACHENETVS
Cneo AK release = causes C. neoformans cell lysis; AID 651654; lysis activity, % at 15 µM; actives 0.2% (n = 360,000); adenylate kinase release luminescence, 4 h; normalised: neutral wells 0, clomiphene wells 100;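 active = mean lysis activity across replicates of at least 80%, whatever share of replicates individually reach that level; inactive = mean lysis activity below 80%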
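Material: C. neoformans cells; Schedule: 4 h static compound exposure, 37 °C, read 1 h post-reagent; Measured by: adenylate kinase release luminescence; Read-out: signal increase indicating cell lysis; Controls: Clomiphene as positive lysis control.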
Statin myotox sup = suppressors of simvastatin-induced myotoxicity in C2C12 myotubes; rescue of ATP level, % at 7.49 µM; actives 0.78% (n = 330,000); ATP luminescence, 48 h; scaled: DMSO 0, geranylgeraniol control 100; AID 602340;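 active = mean ATP rescue above about 67%, or every replicate alone reaching that limit, limit read from the data, passing the limit was not always enough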;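 also: myotubes were challenged with 10 µM simvastatin during compound exposure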
Starred values were filed as active, the others as inactive; · = not tested or not shown.

Each structure is followed by: PGC1a acetyl inh, XiGFP reactiv, SIRT5 block, LGR2 inh, ERAP1 inh, Cneo AK release, Statin myotox sup, S100A4 MyoIIA
1) Cc1ccc(S(=O)(=O)N(C)C[C@H]2Oc3ccc(NC(=O)CCCN(C)C)cc3CC(=O)N([C@H](C)CO)C[C@@H]2C)cc1
→ -7, -0.1, -3, -4, -1, 1, 0, -6
2) N#C[C@H]1[C@H](c2ccccc2-c2ccc(F)cc2)[C@@H](CO)N1C(=O)NC1CCCCC1
→ 1, 0.0, ·, 3, 0, ·, ·, -3
3) C[C@@H]1CCCCO[C@H](CN(C)C(=O)c2ccccc2)[C@@H](C)CN([C@H](C)CO)C(=O)c2cc(N(C)C)ccc2O1
→ 4, 0.1, 2, 2, -7, 8, 32, -15
4) CCCCNC(=O)NNC(=O)c1ccco1
→ 7, 0.0, 5, -11, -1, -7, 4, 3
5) Cc1ccc2oc(=O)c3cnn(CC(=O)N4CCN(c5ccccn5)CC4)c3c2c1
→ -1, 0.0, 1, 11, 2, -1, 6, 0
6) CCC1=Nc2cc(C(=O)NCc3ccco3)ccc2Sc2ccc(C)cc21
→ ·, 0.7, -1, ·, 3, -1, ·, 3
7) CCc1nc(Cl)c(C#N)c2c1CSC(C)(C)C2
→ ·, -0.1, -10, -12, -1, ·, ·, -2
8) COc1ccc2c3c(n(C)c2c1)[C@H](CO)N(C(=O)Cc1ccccc1)CC31CN(C)C1
→ 2, 0.0, -2, -15, ·, ·, ·, ·
9) COc1ccc(NC(=O)Nc2ccc3c(c2)C(=O)N([C@H](C)CO)C[C@H](C)[C@@H](CN(C)S(=O)(=O)c2c(C)noc2C)OCCCC[C@H](C)O3)cc1
→ -6, 0.2, ·, 12, ·, -1, ·, ·
10) Cc1c(NC(=O)C(C)OC(=O)c2ccc([N+](=O)[O-])cc2Cl)c(=O)n(-c2ccccc2)n1C (configuration not stated)
→ 2, 0.0, 4, 8, -1, 0, -9, -3
11) Cc1csc(C(=O)O)c1NC(=O)c1ccc(F)cc1
→ 4, 0.0, 0, 7, 3, -1, 3, -1
12) CN(C)CC(=O)Nc1ccc2c(c1)[C@H]1C[C@@H](CC(=O)NCc3ccncc3)O[C@@H](CO)[C@H]1O2
→ 3, 0.5, ·, -29, ·, ·, 0, ·
13) O=C(CSc1nc2ccccc2c(=O)n1CCC(=O)N1CCN(c2ccccc2)CC1)NCC1CCCO1 (configuration not stated)
→ 2, 0.1, ·, -2, 2, ·, 10, -11
14) COc1ccccc1-c1cnc2c(c1)C(=O)N([C@@H](C)CO)C[C@H](C)[C@H](CN(C)Cc1ccncc1)O2
→ 0, -1.2, -8, -3, 0, -2, 10, 2
15) CCC(Oc1ccccc1)C(=O)Nc1ccc(S(=O)(=O)Nc2ncccn2)cc1 (configuration not stated)
→ ·, 0.0, 0, 1, -2, -2, 3, -1
16) Cc1ccc(S(=O)(=O)Nc2cccc3c2O[C@@H](CN(C)Cc2ccccc2)[C@H](C)CN([C@@H](C)CO)C3=O)cc1
→ -22, -0.5, 0, 19, -1, -8, 10, -1
17) O=C(CSc1ncccn1)NCc1ccc(Cl)cc1
→ ·, 0.0, -4, -14, 10, ·, ·, -15
18) C[C@@H]1CN([C@@H](C)CO)C(=O)c2cc(NS(C)(=O)=O)ccc2O[C@@H](C)CCCCO[C@@H]1CN(C)CC1CCCCC1
→ 4, 0.0, ·, 1, ·, ·, 5, ·
19) C[C@@H]1CCCCO[C@@H](CN(C)C(=O)Nc2ccc(F)cc2)[C@@H](C)CN([C@H](C)CO)C(=O)c2cc(NC(=O)c3ccccc3)ccc2O1
→ 18, -0.8, -9, -3, 1, -5, ·, 12
20) CO[C@@H]1CN(C)C(=O)c2cc(NS(C)(=O)=O)ccc2OC[C@@H](C)N(C(=O)C2CCOCC2)C[C@H]1C
→ 7, 0.4, 2, -11, 1, -1, 7, -1

Exported with bars between the fields: 5 of the compounds above.
cpd | SMILES | PGC1a acetyl inh | XiGFP reactiv | SIRT5 block | LGR2 inh | ERAP1 inh | Cneo AK release | Statin myotox sup | S100A4 MyoIIA
12 | CN(C)CC(=O)Nc1ccc2c(c1)[C@H]1C[C@@H](CC(=O)NCc3ccncc3)O[C@@H](CO)[C@H]1O2 | 3 | 0.5 | · | -29 | · | · | 0 | ·
13 | O=C(CSc1nc2ccccc2c(=O)n1CCC(=O)N1CCN(c2ccccc2)CC1)NCC1CCCO1 (configuration not stated) | 2 | 0.1 | · | -2 | 2 | · | 10 | -11
14 | COc1ccccc1-c1cnc2c(c1)C(=O)N([C@@H](C)CO)C[C@H](C)[C@H](CN(C)Cc1ccncc1)O2 | 0 | -1.2 | -8 | -3 | 0 | -2 | 10 | 2
15 | CCC(Oc1ccccc1)C(=O)Nc1ccc(S(=O)(=O)Nc2ncccn2)cc1 (configuration not stated) | · | 0.0 | 0 | 1 | -2 | -2 | 3 | -1
16 | Cc1ccc(S(=O)(=O)Nc2cccc3c2O[C@@H](CN(C)Cc2ccccc2)[C@H](C)CN([C@@H](C)CO)C3=O)cc1 | -22 | -0.5 | 0 | 19 | -1 | -8 | 10 | -1

(further entries)
Each structure is followed by: PGC1a acetyl inh, XiGFP reactiv, SIRT5 block, LGR2 inh, ERAP1 inh, Cneo AK release, Statin myotox sup, S100A4 MyoIIA
21) COC(=O)C1(Cc2cc(-c3ccc(OC)cc3OC)no2)CCN(C(=O)OC(C)(C)C)CC1
→ -12, 0.0, 34*, -12, -3, -5, 7, -11
22) CCC(CC)C(C(=O)NCc1ccccc1)N1CCN(c2cccc(C)c2C)CC1 (configuration not stated)
→ ·, 0.0, 1, -5, ·, ·, ·, -7
23) O=[N+]([O-])c1cc([N+](=O)[O-])c2cc3ccccc3nc2c1
→ ·, 0.1, -7, 11, -7, -2, 21, 1
24) N#CC(CCc1ccc([N+](=O)[O-])cc1)(CCc1ccc([N+](=O)[O-])cc1)C(N)=O
→ -7, 0.3, ·, 2, 0, 3, -8, 10
25) NC(=O)c1coc(-c2ccccc2)n1
→ -12, -0.4, -2, 32, 2, ·, ·, -5
26) O=C(NC(=S)N1CCN(c2ccccn2)CC1)c1ccco1
→ -3, 0.0, -2, 3, 0, 4, -8, 1
27) COc1ccc(N2CC(=O)N(c3ccccc3)C2=S)cc1
→ 3, 0.2, ·, -39, 1, -6, ·, -4
28) Cc1ccc2c(c1)c1c3n2CCN(CCC#N)C3CCC1 (configuration not stated)
→ 1, 0.0, -1, -32, -1, -6, 5, -1
29) Cc1ccc(CN2CCC(CO)(CC3CCCCO3)CC2)o1 (configuration not stated)
→ -1, 0.0, -6, 13, 2, ·, ·, -5
30) CCOc1ccccc1N(CC(=O)N1CCC(C)CC1)S(=O)(=O)c1ccc(C)cc1
→ -2, 0.0, -1, 7, 0, 0, -4, -1
31) CCOc1ccccc1NC(=O)CSc1nnc(Cn2c(=O)sc3ccccc32)n1C
→ 12, 0.6, ·, 1, -1, -1, 0, -4
32) CC(C)CNc1cccc2c1S(=O)(=O)N(Cc1ccc(F)cc1)[C@@H](C)[C@H](c1ccccc1)O2
→ ·, -0.1, -3, 17, 2, ·, ·, -10
33) Cc1ccc(C(=O)/C=C/N(C)C)o1
→ 5, 0.0, 0, -2, -5, 3, -10, -1
34) CCN1[C@@H]2c3ccc(-c4ccncc4)c(=O)n3C[C@@H]2[C@@H](CO)[C@@H]1C(=O)NCCc1cn(C)cn1
→ ·, 0.1, 1, 2, -3, 1, 4, -86
35) Cc1cccc(CC2CC(=O)N(c3nc4ccccc4s3)C2=O)c1 (configuration not stated)
→ -4, 0.2, -2, -2, -10, 0, -7, -1
36) C[C@H](CO)N1C[C@H](C)[C@@H](CN(C)C(=O)CN2CCOCC2)Oc2cc(C#Cc3cccc(F)c3)ccc2S1(=O)=O
→ 8, -1.0, 3, -2, 4, 4, -1, 20
37) COC(=O)CSc1nc2c(cnn2-c2ccc(F)cc2)c(=O)[nH]1
→ 0, 0.1, -1, 8, 2, 1, 5, -3
38) CCNC(=O)[C@@H]1[C@@H](CO)[C@@H]2Cn3c(ccc(-c4cncnc4)c3=O)[C@@H]2N1Cc1ccc2c(c1)OCO2
→ ·, 0.2, 0, -13, -1, 0, 9, -19
39) Cc1ccc(-c2cc(C)nc3ncnn23)cc1
→ ·, 0.1, ·, 8, -3, -1, 1, 0
40) COc1ccc(NC(=O)CNS(=O)(=O)c2ccccc2)cc1Cl
→ -17, ·, 1, 13, 11, -1, -17, -1

Overlap with the part before: 3 entries, followed by the next part.
Each structure is followed by: PGC1a acetyl inh, XiGFP reactiv, SIRT5 block, LGR2 inh, ERAP1 inh, Cneo AK release, Statin myotox sup, S100A4 MyoIIA
38) CCNC(=O)[C@@H]1[C@@H](CO)[C@@H]2Cn3c(ccc(-c4cncnc4)c3=O)[C@@H]2N1Cc1ccc2c(c1)OCO2
→ ·, 0.2, 0, -13, -1, 0, 9, -19
39) Cc1ccc(-c2cc(C)nc3ncnn23)cc1
→ ·, 0.1, ·, 8, -3, -1, 1, 0
40) COc1ccc(NC(=O)CNS(=O)(=O)c2ccccc2)cc1Cl
→ -17, ·, 1, 13, 11, -1, -17, -1
41) COc1ccccc1/C=N/OC(=O)c1ccc(F)cc1
→ 3, 0.0, -4, -45, 4, -6, 18, 2
42) C[C@@H]1CN([C@@H](C)CO)C(=O)c2cccc(NC(=O)C3CCOCC3)c2O[C@H]1CN(C)Cc1ccc(C(=O)Nc2ccccc2N)cc1
→ 17, 0.1, 0, -3, -2, -4, -26, -7
43) COC(=O)C[C@H]1C[C@@H]2c3cc(NC(=O)C4CCC4)ccc3O[C@@H]2[C@@H](CO)O1
→ 10, 0.3, 0, -13, -1, 2, -1, -6
44) CCN(CC(=O)NC(C)(C)C)C(=O)COc1c(Cl)cc(Cl)c2ccc(C)nc12
→ -19, -0.1, -6, -1, ·, ·, -10, 0
45) CC(=O)Oc1cccc(N2C(=O)c3cccc4c([N+](=O)[O-])ccc(c34)C2=O)c1
→ 21, 13*, 4, 20, 1, -1, 51, -1
46) CC1(C)Oc2ccc(C(=O)N3CCOCC3)cc2N(CC(=O)N2CCOCC2)C1=O
→ -10, ·, -3, -1, 7, 6, ·, 1
47) CN(C)CC(=O)N1[C@H](C(=O)NC2CCC2)[C@@H](CO)[C@@H]2Cn3c(ccc(-c4ccccc4)c3=O)[C@@H]21
→ ·, 0.0, -18, -1, 3, -1, 8, 0
48) Cc1cccc(-c2noc(CN(C(=O)CCc3ccccc3)C(C)C)n2)c1
→ -7, ·, ·, -2, ·, 0, 5, ·
49) CC(=O)NCC1CCCN(c2nc3nonc3nc2N(C)Cc2ccccc2)C1 (configuration not stated)
→ ·, 0.0, -1, 14, 1, ·, ·, 0
50) Cc1cc(Br)cn2c(Cc3ccccc3C(F)(F)F)c(-c3ccc(C#N)cc3)nc12
→ ·, 0.1, -3, 14, -3, ·, ·, -3
51) c1ccc(-c2csc(Nc3nc(N4CCOCC4)nc(N4CCOCC4)n3)n2)cc1
→ -27, ·, ·, 11, ·, -1, -32, ·

Bioassay records deposited in PubChem by Broad Institute.

An excerpt; count on the stated rates, not on these rows.
